# C2C12 statin – protects C2C12 myotubes from simvastatin toxicity; ATP luminescence, 48 h; scaled: DMSO 0, geranylgeraniol control 100; rescue of ATP level, % at 7.49 µM; 330,000 tested, 0.78% active; AID 602340;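 active = mean ATP rescue above about 67%, or every replicate alone reaching that limit, limit read from the data, passing the limit was not always enough; inconclusive = no clear call, values can overlap the other calls; inactive = mean under the limit and some replicate under it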;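 also: myotubes were challenged with 10 µM simvastatin during compound exposure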
# LGR2 antag – inhibitors of bursicon-induced Drosophila LGR2 receptor cAMP signaling. 380,000 tested, 0.35% active. HEK293 LGR2, CRE-luciferase, bursicon-stimulated, 4 h. inhibition, % at 9.99 µM;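 active = drop in luminescence signal, shown as inhibition above about 50% in the replicate tests, limit read from the data, passing the limit was not always enough; inconclusive = probably only some replicates passing the limit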;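 also: agonist challenge used bursicon conditioned medium at about half maximal strength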
# Cneo AK release – Cryptococcus neoformans lysis via adenylate kinase release; C. neoformans lysis, adenylate kinase release luminescence, 4 h; normalised: neutral wells 0, clomiphene wells 100; lysis activity, % at 15 µM; 360,000 tested, 0.2% active;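 active = mean lysis activity across replicates of at least 80%, whatever share of replicates individually reach that level; inactive = mean lysis activity below 80%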
#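 Assay system: log-phase C. neoformans yeast / Quantity: yeast cell density of 5 × 10^6 cells/mL / Medium: fresh YPD growth medium / Compound: single dose / Timing: static 4 h at 37 °C with compound, 1 h detection / Measured by: adenylate kinase release luminescence / Read-out: lysis from increased AK signal / Benchmarks: Clomiphene as positive lysis control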
# PGC1a acetyl inh – PGC1a acetylation modulation, inhibitor mode | U2OS PGC1a acetylation, AlphaScreen anti-acetyl-lysine; with virally co-expressed GCN5 acetyltransferase | inhibition, % at 15.6 µM | 350,000 tested, 0.17% active;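 active = every replicate shows inhibition of at least 40%; inconclusive = mean inhibition at least 40% but some replicate below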;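 also: 0% = neutral control wells and 100% = positive control wells; some results beyond the cut were filed as inactive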
# PglD inh – PglD (C. jejuni) enzyme inhibition; purified PglD enzyme, DTNB colorimetric CoA detection; inhibition, % at 12.5 µM; 360,000 tested, 0.098% active; AID 602405; in the data active = inhibition above about 16%, passing the limit was not always enough; inconclusive = no clear call, values can overlap the other calls; also: strong numbers were not always called active
# INS-1E GSIS act – primary screen for activators of insulin secretion dependent on glucose, INS-1E cells, GLuc reporter luminescence | INS-1E GLuc reporter insulin secretion, 2-3 h | activation, % at 16.6 µM | 370,000 tested, 0.61% active | AID 743287;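 active = lowest replicate activation of at least 40%, so every replicate reaches that level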;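 also: 0% = median of neutral control wells and 100% = median of IBMX positive control wells; some compounds called inactive have numbers as strong as hits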
# PAX8 inh HTS – lowers PAX8-driven luciferase in RMG-I cells; RMG-I TPO-luciferase reporter, SteadyGlo, 24 h; inhibition, % at 12.6 µM; 360,000 tested, 1.2% active;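 active = mean replicate inhibition at least 60% with every replicate also reaching 60%; inconclusive = only one of the two criteria is met; inactive = mean below 60% and not all replicates reaching 60%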;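 also: luciferase light reporting Pax8 driven TPO promoter activity; plate controls were median of neutral control wells for no effect and mitoxantrone controls for full effect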
# ARNT-TACC3 inh – disrupts binding between human ARNT and TACC3; Q9Y6A5; AlphaScreen His-ARNT PAS-B/GST-TACC3 binding, luminescence; TACC3 fragment carries E629A point mutation; inhibition, % at 9.99 µM; 390,000 tested, 0.66% active; AID 623870;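 active = mean inhibition of replicates at least 50% and at least half of replicates each reaching 50%; inconclusive = half or more replicates reach 50% but mean below 50%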;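 also: 0% = complete ARNT plus TACC3 wells and 100% = ARNT alone without TACC3; many hits fall short of the cut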
# An asterisk follows results filed as active; ? = inconclusive; nt = no result given.
SMILES,C2C12 statin,LGR2 antag,Cneo AK release,PGC1a acetyl inh,PglD inh,INS-1E GSIS act,PAX8 inh HTS,ARNT-TACC3 inh
COc1ccc(C(NC(=O)C2CCN(CCOc3ccc(F)cc3)CC2)c2cccs2)cc1 (stereo not drawn),-1,3,-3,4,3,-3,-2,nt
COc1ccc(-c2csc3nc(C)nc(N4CCC(C)CC4)c23)cc1OC,nt,-16,nt,-53,nt,-17,18,4
C[C@@H]1CCCCO[C@H](CN(C)S(=O)(=O)c2cccs2)[C@H](C)CN([C@@H](C)CO)C(=O)c2cc(NC(=O)c3ccncc3)ccc2O1,nt,-7,-4,4,-3,-8,7,2
COc1cccc(COC(=O)CCNC(=O)c2ccc(Cl)cc2)c1OC,3,-5,1,nt,1,-8,-17,-5
CCCNC(=O)C1(C)CCCN(Cc2ccccc2N(C)C)C1 (stereo not drawn),3,11,0,14,4,nt,-7,nt
CCn1c(=O)c(CCC(=O)NCC2CCCO2)c(C)c2c(C)nn(-c3ccccc3)c21 (stereo not drawn),-26,-3,-3,-6,0,9,10,-3
CC(C)(C)NC(=O)NC(=O)COC(=O)c1cc(=O)[nH]c2ccccc12,3,nt,0,2,0,nt,nt,-18
Cc1ccc(NC(=O)CN2C(=O)S/C(=C\c3ccccn3)C2=O)cc1,nt,-4,nt,nt,nt,10,0,12
CCO[C@@H]1OC(C(N)=O)=C[C@H](c2ccc(C(F)(F)F)cc2)[C@H]1CCCO,13,9,-1,2,2,-9,-28,1
O=Cc1c(N2CCSCC2)nc2ccccn2c1=O,nt,nt,8,8,0,4,6,-6
Cn1c(=O)[nH]c(=O)c2c1nc(N1CCOCC1)n2CCCSc1ncccn1,-1,nt,-2,nt,5,nt,nt,-3
Cc1nn(C)cc1CNC(=O)Nc1ccc(Br)cc1Cl,4,nt,4,-4,-2,nt,nt,-3
CN(C(=O)c1ccc(NC(=O)Cc2ccc(NC(=O)C3CCN(C(=O)c4ccccc4)CC3)cc2)cc1)C1CC1,13,5,0,9,0,-15,-5,-1
CO[C@H]1CN(C)C(=O)c2cc(NC(C)=O)ccc2OC[C@@H](C)N(C(=O)C2CCOCC2)C[C@@H]1C,-13,-4,-4,4,1,-8,-10,-9
Cn1c(=O)c2cc3ccc(Cl)cc3nc2n(C)c1=O,nt,-3,-3,1,4,nt,25,nt
CC1CC(C)(C)OC(c2ccc(C(C)C)cc2)O1 (stereo not drawn),-6,-1,nt,10,nt,13,4,nt
COC(=O)C1CSC(C(=O)OC)N1C(=O)CN1CC(C)OC(C)C1 (stereo not drawn),nt,nt,1,-2,0,nt,nt,4
O=C(O)CN1C(=O)CNC1=O,nt,nt,-1,3,-2,nt,3,-4
COc1cc(C)nc(NS(=O)(=O)c2ccc(C)cc2)n1,14,nt,1,7,-1,nt,nt,-25
COc1cc(C)c(NC(=O)C(=S)N2CCCC2)cc1C,nt,-4,nt,8,nt,-10,-9,0
Cc1nc2cc(O)ccc2n1C,5,nt,0,-12,-1,nt,-3,30
Cc1onc(-c2ccccc2Cl)c1C(=O)Nc1ccccc1,nt,10,0,-1,-4,-4,nt,10
COc1ccc(Oc2c(Cl)cnn(-c3ccc(F)cc3)c2=O)cc1,11,nt,-1,-81,4,nt,nt,-7
O=C(C[C@@H]1CC[C@H](NC(=O)c2ccc(F)cc2)[C@H](CO)O1)NCc1ccncn1,-4,4,-2,13,-3,0,nt,-6
COc1ccc(C(=O)Nc2nccs2)cc1,-10,-42,-5,1,2,-5,-126,-5
COc1ccc(C(CNC(=O)c2cc(S(=O)(=O)NCc3ccccc3)ccc2C)N2CCOCC2)cc1 (stereo not drawn),-9,6,nt,9,-4,-27,6,nt
Cc1nc2ncnn2c(C)c1CCC(=O)O,-7,nt,-2,0,-2,nt,2,0
O=C(c1ccc(F)cc1)N1CC(=O)N2[C@H](CO)[C@@H](c3ccc(-c4cccnc4)cc3)[C@@H]2C1,nt,0,nt,4,nt,2,-3,nt
COC(=O)/C=C1/S/C(=N/NC(=O)c2ccc(OC)cc2)NC1=O,9,-14,1,0,1,11,1,nt
Cc1ccc(C(=O)Nc2onc(C)c2C#N)cc1,-3,8,5,-25,1,-16,nt,-3
Cc1ccc(C(NC(=O)N2CCCC2)C(Cl)Cl)cc1F (stereo not drawn),nt,nt,0,2,nt,-7,-33,-4
CC(C)CC#Cc1cnc2c(c1)C(=O)N([C@H](C)CO)C[C@H](C)[C@H](CN(C)C(=O)Cc1ccccc1)O2,10,-27,1,-19,-1,-6,9,6
CCC(SC1=NCCS1)C(=O)Nc1nnc(-c2ccccc2OC)s1 (stereo not drawn),-4,6,-1,-4,0,nt,-5,-4
COc1ccc(-c2nnc(NC(=O)c3ccc(F)cc3)o2)cc1,1,2,7,3,nt,11,-24,25
CCOC(=O)[C@H]1[C@H]2COc3ccc(C)cc3[C@@H]2N2C(=O)CN(Cc3ccc(Cl)cc3)C(=O)[C@@]12C,-1,11,2,11,-3,-5,-8,-1
Cc1ccc(NC(=O)C2CCCN(S(=O)(=O)c3ccc4[nH]c(=O)ccc4c3)C2)c(C)c1 (stereo not drawn),2,-2,3,-5,-1,-1,19,nt
Cc1ccc(C(=O)CSc2nnc(N)s2)c(C)c1,-2,-37,0,nt,-7,29,-122,-3
O=C(C[C@H]1C[C@H]2c3cc(NC(=O)CC4CC4)ccc3O[C@H]2[C@@H](CO)O1)NCc1ccccc1F,2,-8,18,1,6,4,nt,-9
COCCCN(C(=O)CSCc1c(C)noc1C)c1c(N)n(Cc2ccccc2)c(=O)[nH]c1=O,1,7,0,-1,1,6,1,2
Cc1ccc(NC(=O)Cc2noc3ccccc23)nc1,nt,-25,nt,nt,nt,12,-32,3
O=S(=O)(c1ccc(F)c(F)c1F)N1CCN(C(=S)NC2CC3CCC2C3)CC1 (stereo not drawn),-24,nt,1,nt,2,1,-4,-5
CC(C)C(C(=O)Nc1ccncc1)c1ccc(Cl)cc1 (stereo not drawn),5,1,4,nt,-5,-41,-8,-1
Cc1cc(/C=C(\C#N)C(=O)NCc2cccs2)c(C)n1-c1ccccc1F,-14,nt,2,-12,-2,nt,-67,nt
CC(C)N(Cc1ccccc1)C(=O)CC(=O)N(Cc1ccccc1)C(C)C,10,1,-1,nt,4,-10,-12,0
COc1cccc(C2CC(=O)Nc3cc(OC)c(OC)c(OC)c32)c1OC (stereo not drawn),nt,-5,nt,-16,nt,-8,nt,1

# Ordered by length of the SMILES (low to high): some entries from above.
SMILES,C2C12 statin,LGR2 antag,Cneo AK release,PGC1a acetyl inh,PglD inh,INS-1E GSIS act,PAX8 inh HTS,ARNT-TACC3 inh
Cc1ccc(C(=O)CSc2nnc(N)s2)c(C)c1,-2,-37,0,nt,-7,29,-122,-3
CC(C)C(C(=O)Nc1ccncc1)c1ccc(Cl)cc1 (stereo not drawn),5,1,4,nt,-5,-41,-8,-1
COc1ccc(-c2nnc(NC(=O)c3ccc(F)cc3)o2)cc1,1,2,7,3,nt,11,-24,25
COc1cccc(C2CC(=O)Nc3cc(OC)c(OC)c(OC)c32)c1OC (stereo not drawn),nt,-5,nt,-16,nt,-8,nt,1
CC(C)N(Cc1ccccc1)C(=O)CC(=O)N(Cc1ccccc1)C(C)C,10,1,-1,nt,4,-10,-12,0
O=S(=O)(c1ccc(F)c(F)c1F)N1CCN(C(=S)NC2CC3CCC2C3)CC1 (stereo not drawn),-24,nt,1,nt,2,1,-4,-5
Cc1ccc(NC(=O)C2CCCN(S(=O)(=O)c3ccc4[nH]c(=O)ccc4c3)C2)c(C)c1 (stereo not drawn),2,-2,3,-5,-1,-1,19,nt
O=C(C[C@H]1C[C@H]2c3cc(NC(=O)CC4CC4)ccc3O[C@H]2[C@@H](CO)O1)NCc1ccccc1F,2,-8,18,1,6,4,nt,-9
CC(C)CC#Cc1cnc2c(c1)C(=O)N([C@H](C)CO)C[C@H](C)[C@H](CN(C)C(=O)Cc1ccccc1)O2,10,-27,1,-19,-1,-6,9,6
CCOC(=O)[C@H]1[C@H]2COc3ccc(C)cc3[C@@H]2N2C(=O)CN(Cc3ccc(Cl)cc3)C(=O)[C@@]12C,-1,11,2,11,-3,-5,-8,-1

# New compounds follow
SMILES,C2C12 statin,LGR2 antag,Cneo AK release,PGC1a acetyl inh,PglD inh,INS-1E GSIS act,PAX8 inh HTS,ARNT-TACC3 inh
O=C(Nc1ccc(Cc2ccncc2)cc1)c1cccc([N+](=O)[O-])c1,-6,-9,-1,-2,-3,-6,-17,nt
CO[C@H]1CN(C)C(=O)c2ccc(NC(C)=O)cc2OC[C@@H](C)N(C(=O)Cc2ccccn2)C[C@@H]1C,-3,-6,-5,1,2,-1,nt,-2
Cc1cc(C(=O)Nc2cccc3c2O[C@H](CN(C)C(=O)NC(C)C)[C@@H](C)CN([C@H](C)CO)C3=O)n(C)n1,0,12,-5,-3,-1,12,-11,-1
COc1ccc(CN2CCN(C(=O)c3ccccc3F)CC2)c(OC)c1OC,nt,1,nt,nt,nt,3,0,-1
CCN(CC)CCN1C(=O)c2oc3ccc(F)cc3c(=O)c2C1c1ccncc1 (stereo not drawn),-4,4,3,nt,1,15,0,0
O=C(C[C@@H]1CC[C@H]2[C@@H](COC[C@@H](O)CN2Cc2cc(F)ccc2F)O1)NCc1ccc(Oc2ccccc2)cc1,-19,6,0,-7,-3,-17,nt,2
CC1(c2ccccc2)NC(=O)N(CC(=O)Nc2ccc(S(N)(=O)=O)cc2)C1=O (stereo not drawn),7,-4,0,4,-4,3,-10,6
C[C@H]1CN([C@@H](C)CO)S(=O)(=O)c2ccc(-c3ccncc3)cc2O[C@H]1CN(C)Cc1ccc(Oc2ccccc2)cc1,-125,19,-6,-21,1,-7,nt,-2
C=CCc1ccc2oc(C(=O)OCC)cc(=O)c2c1O,nt,6,nt,nt,nt,-1,2,2
COc1ccc(S(=O)(=O)N2N=C(c3cccc(NS(C)(=O)=O)c3)CC2c2ccco2)cc1 (stereo not drawn),15,-8,-3,-3,-4,-8,12,-1
Cc1noc(C)c1CSCC(=O)OCc1nnc(-c2ccc([N+](=O)[O-])cc2)o1,-7,1,-1,nt,3,11,1,nt
COc1ccc(N2C(=NC(=O)c3ccc(Br)cc3)SC3CS(=O)(=O)CC32)cc1 (stereo not drawn),-30,-2,1,3,-1,-4,2,-3
CO[C@@H]1CN(C)C(=O)c2cc(C#N)ccc2OC[C@H]2O[C@@H](CC[C@H]2OC)CCN(C)C(=O)[C@H]1C,-1,-34,-4,26,-1,3,4,-11
C[C@@H]1CN([C@@H](C)CO)C(=O)c2cc(NS(=O)(=O)c3ccc(F)cc3)ccc2O[C@@H]1CN(C)S(=O)(=O)c1ccc(F)cc1,21,8,1,-10,8,-12,-9,-7
CN(CC(=O)Nc1ccccc1Cl)C(=O)COC(=O)c1ccc(S(=O)(=O)C(F)F)cc1,5,1,2,nt,0,-10,-6,-3
COc1ccc(CCNC(=O)CC2Nc3cc(C)c(C)cc3NC2=O)cc1OC (stereo not drawn),3,nt,-3,-1,3,nt,nt,0
O=C(Nc1cccc([N+](=O)[O-])c1)c1ccc([N+](=O)[O-])o1,23,13,1,nt,-6,-2,?,nt
CCC(C(=O)NC1CC1)n1nc(C)c2c(C)n(-c3ccccc3)nc2c1=O (stereo not drawn),3,-2,2,nt,-5,-8,-2,-3

# Screening data: PubChem BioAssay, Broad Institute
